T cell modulator – T cell immune modulation candidate; 2C CD8+ T cell-vesicle binding, flow cytometry; stronger effect = lower value; 330,000 compounds, 0.068% hits; calls only at 7 µM;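 active means response, share of CD8 T cells binding vesicles, and their 90th percentile fluorescence all below set limits, cut at about 80% in these data, passing the limit was not always enough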
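Assay system: 2C TCR transgenic mouse naive CD8+ T cells, MACS-purified | Read-out: CD8+ gate FL2 mean fluorescence as % of same-row positive control | Signal: High-throughput flow cytometry with anti-B7-1 and anti-CD8 staining | Timing: Binding step 1.5 h, 37 °C, antibody labelling 20 min, ice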
MT stabilize HCS – microtubule stabilization, imaging screen; HeLa tubulin immunostaining HCS, 24 h; share of cells brighter than vehicle mean+2SD; % tubulin-high responders, % at 10 µM; 200,000 compounds, 0.83% hits; AID 2205;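 active means plate Z-score above 3 for both tubulin-high and condensed-nucleus cell shares, with cell loss under 80%, at 10 µM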;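 further: anti alpha tubulin signal scored within the nucleus-defined area of each cell; some results filed as inactive read as strong as hits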
PMI inhibitors – inhibitors of human PMI, primary screen, biochemical, fluorescence intensity, coupled assay (AID 1209) | one-dose inhibition, % at 20 µM; IC50 in µM for titrated hits | purified PMI enzyme, coupled fluorescence intensity; higher % means a stronger effect | 190,000 compounds, 0.42% hits; in the data active means inhibition above about 50%;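 further: plate controls were DMSO vehicle for no effect and wells lacking substrate for full effect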
Insulin prom up – MIN6 insulin promoter up-regulation; MIN6 insulin promoter-GFP reporter, high-content imaging; stronger effect = higher value; z-score at 5 µM; 190,000 compounds, 0.3% hits;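 active means z-score above 3 at 5 µM with at least 500 cells counted in the well; inconclusive means wells under 500 cells, flagged as cytotoxic or low count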
TNAP activators – human TNAP enzyme activators, primary screen, biochemical, luminescent, no phosphate acceptor, uHTS (AID 1001); purified TNAP, luminescent activation assay, no phosphate acceptor; higher activation fold means a stronger effect; activation fold at 20 µM, or EC50 in µM where a hit was titrated; 200,000 compounds, 0.03% hits; in the data active means activation fold from about 3, or a potency from the dose series; inactive means the rest, 99 in 100 with activation fold below about 1.6; further: many of its hits are not listed in these tables
Hep lipid drop – hepatic lipid droplet formation modulation; AML12 mouse hepatocytes, oleate lipid droplets, BODIPY imaging; inhibition, % at 6.5 µM; 240,000 compounds, 0.4% hits;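 active means lipid droplet intensity inhibited by at least 50%, with more than 500 cells counted; inconclusive means wells with under 300 cells, treated as cytotoxic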
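Technique: fluorescence imaging, 20x objective, two fields per well / Assay system: AML12 hepatocytes (mouse) / Measure: % inhibition of lipid droplet signal / Doses: 6.5 µM single-point dosing / Incubation: overnight exposure / Reagent: 100 µM oleic acid challenge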
Myeloid diff 2 – promotes myeloid progenitor differentiation; AID 624256; 360,000 compounds, 1% hits; calls only at 10 µM; ER-HoxA9 myeloid progenitors, lysozyme-GFP differentiation, flow cytometry;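 active means normalized GFP-positive differentiation at or above the plate's own cutoff, the solvent-only control mean plus 3 SD; inconclusive means no clear call, values can overlap the other calls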;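 further: cells exposed to compound for four days before flow analysis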
b-catenin transl – alters nuclear translocation of beta-catenin in HeLa cells; immunofluorescence imaging; nuclear translocation activity, % at 5 µM; 190,000 compounds, 0.3% hits; AID 1665;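 active means nuclear translocation activity above 50% at 5 µM, with a well cell count of 50 or more; inconclusive means wells under 50 cells across six images, flagged as toxic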;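 further: per-cell ratio of nuclear to cytoplasmic median beta-catenin stain intensity; plate controls were DMSO negative control for no effect and GSK-3 inhibitor IX positive control for full effect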
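Test system: human HeLa cell line; Doses: 5 µM primary, 0.02–20 µM confirmation; Incubation: 24 h compound exposure, 37°C; Detection: beta-catenin immunofluorescence imaging with DAPI; Read-out: beta-catenin nuclear/cytoplasmic ratio, % activation.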
Dynein transport – dynein cargo transport inhibition; 3617.4 mouse cells, GR-EGFP nuclear translocation imaging; test concentration mostly 20 µM; stimulated with dexamethasone, 1 µM; stronger effect = lower value; z-score, hits read low; 220,000 compounds, 0.47% hits; AID 1381;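 active means plate z-score of nuclear minus cytoplasmic receptor signal below a set negative limit, without overly bright fluorescence or cell loss, cut at about -3.5 in these data, passing the limit was not always enough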;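 further: z-score of nuclear minus cytoplasmic ring GR-EGFP intensity difference per well; some compounds called inactive have numbers as strong as hits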
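Schedule: 48 h induction, then 1 h compound, then 30 min agonist, 37 °C. Buffer or medium: tetracycline-free induction medium containing charcoal-stripped FBS. Reagent: 1.0 µM final dexamethasone stimulus. Evaluation: nuclear versus cytoplasmic GR-EGFP signal, averaged per well. Signal: high-content fluorescence imaging after fixation.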
Dynein transport cytoplasmic EGFP – recorded beside Dynein transport, whose call it bears; z-score; measured here: cytoplasmic GR-EGFP intensity; stronger effect = higher value
Dynein transport nuclear GR-EGFP – further read-out of Dynein transport, marked with its call; z-score; measured here: nuclear GR-EGFP intensity;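 lower value marks the stronger effect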
Dynein transport cell count – recorded beside Dynein transport, whose call it bears; z-score; measured here: cell count per field
Insulin prom up cell count – recorded beside Insulin prom up, whose call it bears; cell count; measured here: cytotoxicity, nuclei count;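 total cells summed across four imaged fields per well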
Hep lipid drop cells 6.5 µM – second read-out of Hep lipid drop, no call of its own (marks repeat the call); cell count; measured here: cell count, cytotoxicity flag;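 cells counted across two imaged fields per well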
b-catenin transl cell count 5 µM – recorded beside b-catenin transl, whose call it bears; cell count; measured here: cell count, cytotoxicity flag
T cell modulator vesicle-bound % – recorded beside T cell modulator, whose call it bears; double positive events, %; measured here: CD8+ vesicle-bound cell fraction;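 binding gate set so that unloaded-vesicle control wells show 10% double positive cells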
MT stabilize HCS Hoechst-high % – second read-out of MT stabilize HCS, no call of its own (marks repeat the call); % Hoechst-high responders; measured here: nuclear condensation Hoechst responders;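 share of cells brighter than vehicle mean plus two SD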
MT stabilize HCS cytotoxicity % – also measured in MT stabilize HCS; calls as there; toxicity, %; measured here: cytotoxicity by cell density;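 0% = mean cell density of plate MIN control wells and 100% = no cells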
Myeloid diff 2 GFP+ MAC1+ % – also measured in Myeloid diff 2; calls as there; GFP+ MAC1+ double positive, %; measured here: differentiation confirmed by MAC1 staining
Numbers without * were called inactive; i = inactive; ? = inconclusive; / = no result given; + = active, no number. Rows are unselected. Share with any hit: about 3%.

molecule,T cell modulator,T cell modulator vesicle-bound %,MT stabilize HCS,MT stabilize HCS Hoechst-high %,MT stabilize HCS cytotoxicity %,PMI inhibitors,Insulin prom up,Insulin prom up cell count,TNAP activators,Hep lipid drop,Hep lipid drop cells 6.5 µM,Myeloid diff 2,Myeloid diff 2 GFP+ MAC1+ %,b-catenin transl,b-catenin transl cell count 5 µM,Dynein transport,Dynein transport cytoplasmic EGFP,Dynein transport nuclear GR-EGFP,Dynein transport cell count
CCOc1ccc(-c2nn3c(-c4ccccc4)nnc3s2)cc1,i,47,3.3,1.0,6.7,16%,0.69,2034,1,15,698,i,3.8,-3.8,1095,2,-0.25,1.6,-1.2
S=C(NCC1CCCO1)n1nnc2ccccc21 (stereo not drawn),i,15,9.0,2.8,2.5,-4%,0.49,1328,1.1,/,/,/,/,-1.6,815,1,0.11,0.91,-1.2
Cc1sc(NC(=O)c2ccco2)nc1-c1ccc2c(c1)CC(C)N2C(=O)C1CC1 (stereo not drawn),i,14,4.3,6.4,28,-14%,-1.2,922,1.2,/,/,?,/,8.9,841,1.6,-0.08,1.4,-0.66
O=C(NC1CCCCCC1)C1CCCN1S(=O)(=O)c1cccc2cccnc12 (stereo not drawn),i,42,1.7,3.1,7.5,7%,0.69,874,1,/,/,i,2.5,/,/,0.19,-0.22,0.25,-0.14
Cc1cc(C)c(-n2[nH]nnc2=S)c(C)c1,i,36,/,/,/,/,-0.27,1459,/,4,778,i,1.6,-0.2,1054,0.38,-0.28,-0.039,-0.033
CCOC(=O)c1sc(NS(=O)(=O)c2ccc(F)cc2)nc1C,i,36,1.0,1.2,5.1,2%,0.36,1397,1.1,3,683,i,0.2,2.1,948,-0.65,-0.23,0.11,0.9
C/C(=N\O)C(C)(C)NC(=O)Nc1ccc(Cl)cc1,i,34,4.4,2.4,12,7%,-0.49,1127,1.1,12,711,i,0.9,-9.4,1219,-0.21,-0.18,0.21,-0.47
COC(=O)C1=C(CSc2nc3c(cc2C#N)CN(C)CC3)OC(N)=C(C#N)C1c1ccccc1F (stereo not drawn),i,34,4.4,1.7,2.8,7%,/,/,1.1,-15,716,i,0.8,/,/,-1.5,0.94,-0.43,-0.37
CC(=O)N(CCCN(C)C)c1nc2ccc(C)cc2s1,i,49,3.1,3.0,9.2,4%,0.39,1170,1,5,731,+,0.6*,-1.8,974,-0.3,-0.3,-0.19,0.65
Nn1c(SCC(=O)Nc2ccc(F)cc2F)nnc1C1CCCCC1,i,30,4.4,2.6,6.7,-10%,2,1080,1,/,/,i,1.0,-4.7,694,-0.84,-0.19,-0.21,0.46
CCOCCn1cnc2sc(C(=O)NCC(=O)OCC)c(C)c2c1=O,i,42,5.5,2.3,7.8,5%,/,/,1,-10,737,i,0.6,-1.7,543,-1,-0.34,0.075,0.93
O=C(O)Cn1nc(C(F)(F)F)c2c1CCC2,i,22,1.0,1.4,4.2,1%,0.43,1001,1,/,/,i,5.6,-0.4,1191,-0.83,-0.18,-0.43,0.2
CCC(=O)Oc1ccc2c(c1)O/C(=C\c1ccco1)C2=O,i,27,/,/,/,/,-0.19,1018,/,2,713,i,1.1,-0.4,1328,0.28,-0.28,0.22,0.32
CCOc1ccc(-c2cnc(SCC(N)=O)nc2N)cc1,i,48,3.2,2.3,3.0,11%,/,/,1.1,-5,739,i,1.1,/,/,0.41,-0.21,0.66,1.2
Cc1ccn2c(C(=O)CSc3ccccc3Cl)c(C)nc2c1,i,23,0.7,1.5,7.4,2%,-0.17,1783,1.1,-2,607,i,1.2,-2.7,1147,-0.21,-0.18,-0.63,0.64

molecule,T cell modulator,T cell modulator vesicle-bound %,MT stabilize HCS,MT stabilize HCS Hoechst-high %,MT stabilize HCS cytotoxicity %,PMI inhibitors,Insulin prom up,Insulin prom up cell count,TNAP activators,Hep lipid drop,Hep lipid drop cells 6.5 µM,Myeloid diff 2,Myeloid diff 2 GFP+ MAC1+ %,b-catenin transl,b-catenin transl cell count 5 µM,Dynein transport,Dynein transport cytoplasmic EGFP,Dynein transport nuclear GR-EGFP,Dynein transport cell count
O=P(c1ccccc1)(c1ccccc1)N(c1ccccc1)c1ccccc1,i,36,4.5,1.5,0.3,7%,-0.14,1421,1,-10,659,i,0.4,-1.5,960,-0.54,-0.23,-0.12,0.84
O=[N+]([O-])c1cccc(-c2nnc(C3CC3)o2)c1,i,11,/,/,/,/,1,1081,/,0,742,i,1.1,-0.7,1301,0.23,-0.23,0.14,0.38
CC(CCc1ccccc1)NC(=O)CSc1nc(N)cc(N)n1 (stereo not drawn),i,12,1.8,2.4,9.1,14%,0.85,1148,1.1,-3,709,i,0.5,-0.8,1066,-0.31,-0.17,0.029,-0.68
COc1ccccc1-n1nnnc1SCC(=O)NC1CCCC1,i,43,3.1,1.3,8.0,5%,0.28,1304,1.1,2,716,i,0.1,-0.9,1078,0.12,0.12,0.84,-1.8
COc1cc(NC(=O)N2CCOCC2)cc(OC)c1,i,36,0.9,1.5,3.2,5%,0.15,928,1.1,-1,761,i,0.5,-1.0,1202,-0.17,0.052,0.28,0.28
Cc1cc(O)c(NC(=O)c2ccc(C)c([N+](=O)[O-])c2)cc1C,i,53,2.1,2.2,12,-8%,-0.69,1046,1.1,21,663,i,0.2,0.1,1096,0.97,-0.49,-0.27,3.8
O=C(CN1C(=O)C2C3CCC(C3)C2C1=O)NCc1ccco1 (stereo not drawn),i,30,1.5,1.7,3.9,-2%,0.25,1445,1,7,715,i,1.0,-0.9,1021,-0.062,-0.26,0.43,0.048
CN1C(=O)c2ccc(NC(=O)c3cccc(N4C(=O)CCC4=O)c3)cc2C1=O,i,44,3.2,1.4,6.5,4%,/,/,1.1,16,704,i,0.6,0.1,900,2.7,-0.19,1.6,-1.6
c1ccc(-c2oc3ncnc(NCCN4CCOCC4)c3c2-c2ccccc2)cc1,i,17,4.2,1.8,4.1,-3%,-0.31,1118,0.9,-35,753,i,12,10,664,-1.4,-0.2,-1.1,-0.22
O=C(c1cc2ccccc2o1)c1cccs1,i,28,2.8,1.2,7.2,2%,-0.52,1260,1,14,746,i,1.1,/,/,-0.74,-0.2,-0.54,-0.27
Cc1cc(Nc2ccccc2)n(CCO)n1,i,36,2.3,2.2,7.5,4%,0.76,930,1.1,-2,739,i,2.7,-6.2,1281,-0.76,-0.13,-0.15,1.3
C=CCn1c(=O)c(C(=O)OCC)c(O)c2ccccc21,i,53,1.5,1.9,1.0,4%,0.2,1376,1.1,-6,622,i,0.4,0.0,1506,1.5,-0.24,0.82,-0.77
CCC1CCCCN1CCCNC(=O)CC1Oc2ccccc2NC1=O (stereo not drawn),i,53,5.7,3.7,9.3,-4%,1.1,950,0.9,/,/,i,0.7,/,/,0.68,-0.22,0.63,0.017
Cn1nnnc1SCC(=O)c1ccc2c(c1)OCCO2,i,57,2.4,2.0,4.0,-3%,0.13,1402,1,-2,758,i,0.4,-0.6,1024,0.58,-0.31,1.1,-0.42
CCCCCOC(=O)c1c(N)n(CCOC)c2nc3ccccc3nc12,i,8,1.7,1.2,8.2,22%,1.1,1621,1.1,/,/,i,1.1,0.9,1364,-0.88,-0.24,-1,0.39
CC(C)CCN1CCN(Cc2cccs2)CC1CCO (stereo not drawn),i,38,1.2,1.5,1.8,13%,0.79,1486,1.1,-2,709,i,0.3,-2.4,969,0.19,-0.13,0.28,-0.23

Screening data as filed in PubChem.
